TCR act: activates T cell receptor signaling | 330,000 tested, under 10 active | primary human leukocytes, anti-CD3, IL-2 HTRF, 48 h | Potency, µM (doses to about 9.22 µM), for the others: at the highest dose activation of IL-2 secretion, hits mostly activators; further: % of control where 0% means no effect
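HTRF read-out of IL-2 secretion: europium cryptate donor excited at 320nm, d2 acceptor emission at 665nm. Cells were primary human leukocytes incubated 48 hr with compounds and a-CD3 beads, supplying TCR signal only.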
MBNL1-CUG inh: blocks human MBNL1 binding to CUG repeat RNA | TR-FRET MBNL1-His/biotin-(CUG)12 binding, 665/545 ratio | Q9NR56 | Potency, µM (highest dose often 57.5 µM), without a hit: at the top dose activity change, negative = inhibition, actives largely listed as inhibitors | AID 2675 | 280,000 tested, 0.036% active; active means well fitted inhibition curve with a large enough effect in the signal ratio, with a control signal flat, not every such curve was filed as active; inconclusive means small, poorly fitted or top-dose-only effect, or effect the other way, or a change in a side signal; inactive means no such curve, though single readings can be large or run the other way; the % refers to the signal ratio; further: potency means the concentration at half of the fitted maximal effect; on the % scale 0 is the no-effect control and ±100 the full control effect
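Compound titration spanned 92 nM–58 uM against the MBNL1-His/biotin-(CUG)12 complex. After 60 min at room temperature with 5 nM streptavidin-XL665 and 0.055 ng/ul terbium anti-His, ratiometric 665/545 nm emission (Ex 340 nm) normalized to controls.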
ASM inhibitor: blocks human secretory acid sphingomyelinase | P17405 | placental ASM, HMU-PC fluorogenic substrate, 60 min | Potency, µM (doses to about 57.5 µM), without a hit: at the highest dose activity change, negative = inhibition, hits mostly inhibitors | 340,000 tested, 0.006% active | AID 504937; further: potency means the concentration at half of the fitted maximal effect
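Fluorogenic HMU-PC substrate (9 uM final) is turned over by placental ASM in 60 min at 37 C after a 10 min compound preincubation. Reaction ended by alkaline stop (pH 10), with fluorescence read at 386/447 nm.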
PTAP TSG101 blk: blocks PTAP/TSG101 interaction to inhibit HIV-1 budding. Q99816. Fluorescence polarization, FITC-PTAP peptide / Tsg101 binding. Potency, µM (series often up to 115 µM), inactives show top-dose activity change, negative = inhibition, actives largely listed as inhibitors. 340,000 tested, under 10 active. AID 493005; active means well fitted inhibition curve with a large enough effect in the main read-out, with a control signal flat, not every such curve was filed as active; inconclusive means small, poorly fitted or top-dose-only effect, or effect the other way, or a change in a side signal; inactive means no such curve, though single readings can be large or run the other way; further: potency means the concentration at half of the fitted maximal effect; % of control where 0% means no effect
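Fluorescence anisotropy tracks displacement of a FITC-tagged PTAP peptide (50 nM) from the Tsg101 binding domain (10 uM), following a 20 min room-temperature incubation at pH 7.5.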
Mito fusion yeast: mitochondrial division inhibition or fusion activation; S. cerevisiae fusion-defective mutant growth rescue, CellTiterGlo 48 h; Potency, µM (titrated, usually from 46.1 µM), inactives show top-dose growth rescue (activation), actives largely listed as activators; 320,000 tested, 0.23% active; AID 485298;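 further: potency means the concentration at half of the fitted maximal effect; % of control where 0% means no effect; nearly all actives have a fitted effect of over 45% in size; temperature-sensitive fusion mutants such as fzo1-1 at 37 °C on non-fermentable ethanol glycerol medium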
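Read-out: ATP-based luminescence (CellTiterGlo, 10 min ambient) reporting growth of fusion-defective ts yeast after 48 hours at 37C on glycerol/ethanol YPEG medium in the presence of compound.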
a7 integrin act: activators of alpha7 integrin expression for muscular dystrophy; alpha7betagal myoblasts, beta-gal FDG fluorescence, 48 h; Potency, µM (doses to about 38.3 µM), for inactives: at the top dose activation, most hits filed as activators; 350,000 tested, 0.064% active;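 further: potency means the concentration at half of the fitted maximal effect; 100% = response of the positive control SU9516; nearly all actives have a fitted effect of over 60% in size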
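alpha7betagal+/- myoblasts (passage 13, 250/well) treated 48 h at 37C with compounds at 1:260 dilution of DMSO stock. Lysed, then beta-galactosidase activity read as FDG fluorescence (ex 480/em 540) after 30 min, with pre-read for autofluorescence.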
CXXC DNA block: blocks binding of human MLL CXXC domain to DNA; MLL-CXXC / FITC-HOXA9 DNA fluorescence polarization; Potency, µM (highest dose often 115 µM), for the others: top-dose activity change, negative = inhibition, most hits filed as inhibitors; 290,000 tested, 0.037% active; AID 2662; active means well fitted inhibition curve with a large enough effect in the polarisation, with a control signal flat, not every such curve was filed as active; inconclusive means small, poorly fitted or top-dose-only effect, or effect the other way, or a change in a side signal; inactive means no such curve, though single readings can be large or run the other way; the % refers to the polarisation; further: potency means the concentration at half of the fitted maximal effect
Target sequence (Q03164 whole entry, looked up, the tested form may be a part): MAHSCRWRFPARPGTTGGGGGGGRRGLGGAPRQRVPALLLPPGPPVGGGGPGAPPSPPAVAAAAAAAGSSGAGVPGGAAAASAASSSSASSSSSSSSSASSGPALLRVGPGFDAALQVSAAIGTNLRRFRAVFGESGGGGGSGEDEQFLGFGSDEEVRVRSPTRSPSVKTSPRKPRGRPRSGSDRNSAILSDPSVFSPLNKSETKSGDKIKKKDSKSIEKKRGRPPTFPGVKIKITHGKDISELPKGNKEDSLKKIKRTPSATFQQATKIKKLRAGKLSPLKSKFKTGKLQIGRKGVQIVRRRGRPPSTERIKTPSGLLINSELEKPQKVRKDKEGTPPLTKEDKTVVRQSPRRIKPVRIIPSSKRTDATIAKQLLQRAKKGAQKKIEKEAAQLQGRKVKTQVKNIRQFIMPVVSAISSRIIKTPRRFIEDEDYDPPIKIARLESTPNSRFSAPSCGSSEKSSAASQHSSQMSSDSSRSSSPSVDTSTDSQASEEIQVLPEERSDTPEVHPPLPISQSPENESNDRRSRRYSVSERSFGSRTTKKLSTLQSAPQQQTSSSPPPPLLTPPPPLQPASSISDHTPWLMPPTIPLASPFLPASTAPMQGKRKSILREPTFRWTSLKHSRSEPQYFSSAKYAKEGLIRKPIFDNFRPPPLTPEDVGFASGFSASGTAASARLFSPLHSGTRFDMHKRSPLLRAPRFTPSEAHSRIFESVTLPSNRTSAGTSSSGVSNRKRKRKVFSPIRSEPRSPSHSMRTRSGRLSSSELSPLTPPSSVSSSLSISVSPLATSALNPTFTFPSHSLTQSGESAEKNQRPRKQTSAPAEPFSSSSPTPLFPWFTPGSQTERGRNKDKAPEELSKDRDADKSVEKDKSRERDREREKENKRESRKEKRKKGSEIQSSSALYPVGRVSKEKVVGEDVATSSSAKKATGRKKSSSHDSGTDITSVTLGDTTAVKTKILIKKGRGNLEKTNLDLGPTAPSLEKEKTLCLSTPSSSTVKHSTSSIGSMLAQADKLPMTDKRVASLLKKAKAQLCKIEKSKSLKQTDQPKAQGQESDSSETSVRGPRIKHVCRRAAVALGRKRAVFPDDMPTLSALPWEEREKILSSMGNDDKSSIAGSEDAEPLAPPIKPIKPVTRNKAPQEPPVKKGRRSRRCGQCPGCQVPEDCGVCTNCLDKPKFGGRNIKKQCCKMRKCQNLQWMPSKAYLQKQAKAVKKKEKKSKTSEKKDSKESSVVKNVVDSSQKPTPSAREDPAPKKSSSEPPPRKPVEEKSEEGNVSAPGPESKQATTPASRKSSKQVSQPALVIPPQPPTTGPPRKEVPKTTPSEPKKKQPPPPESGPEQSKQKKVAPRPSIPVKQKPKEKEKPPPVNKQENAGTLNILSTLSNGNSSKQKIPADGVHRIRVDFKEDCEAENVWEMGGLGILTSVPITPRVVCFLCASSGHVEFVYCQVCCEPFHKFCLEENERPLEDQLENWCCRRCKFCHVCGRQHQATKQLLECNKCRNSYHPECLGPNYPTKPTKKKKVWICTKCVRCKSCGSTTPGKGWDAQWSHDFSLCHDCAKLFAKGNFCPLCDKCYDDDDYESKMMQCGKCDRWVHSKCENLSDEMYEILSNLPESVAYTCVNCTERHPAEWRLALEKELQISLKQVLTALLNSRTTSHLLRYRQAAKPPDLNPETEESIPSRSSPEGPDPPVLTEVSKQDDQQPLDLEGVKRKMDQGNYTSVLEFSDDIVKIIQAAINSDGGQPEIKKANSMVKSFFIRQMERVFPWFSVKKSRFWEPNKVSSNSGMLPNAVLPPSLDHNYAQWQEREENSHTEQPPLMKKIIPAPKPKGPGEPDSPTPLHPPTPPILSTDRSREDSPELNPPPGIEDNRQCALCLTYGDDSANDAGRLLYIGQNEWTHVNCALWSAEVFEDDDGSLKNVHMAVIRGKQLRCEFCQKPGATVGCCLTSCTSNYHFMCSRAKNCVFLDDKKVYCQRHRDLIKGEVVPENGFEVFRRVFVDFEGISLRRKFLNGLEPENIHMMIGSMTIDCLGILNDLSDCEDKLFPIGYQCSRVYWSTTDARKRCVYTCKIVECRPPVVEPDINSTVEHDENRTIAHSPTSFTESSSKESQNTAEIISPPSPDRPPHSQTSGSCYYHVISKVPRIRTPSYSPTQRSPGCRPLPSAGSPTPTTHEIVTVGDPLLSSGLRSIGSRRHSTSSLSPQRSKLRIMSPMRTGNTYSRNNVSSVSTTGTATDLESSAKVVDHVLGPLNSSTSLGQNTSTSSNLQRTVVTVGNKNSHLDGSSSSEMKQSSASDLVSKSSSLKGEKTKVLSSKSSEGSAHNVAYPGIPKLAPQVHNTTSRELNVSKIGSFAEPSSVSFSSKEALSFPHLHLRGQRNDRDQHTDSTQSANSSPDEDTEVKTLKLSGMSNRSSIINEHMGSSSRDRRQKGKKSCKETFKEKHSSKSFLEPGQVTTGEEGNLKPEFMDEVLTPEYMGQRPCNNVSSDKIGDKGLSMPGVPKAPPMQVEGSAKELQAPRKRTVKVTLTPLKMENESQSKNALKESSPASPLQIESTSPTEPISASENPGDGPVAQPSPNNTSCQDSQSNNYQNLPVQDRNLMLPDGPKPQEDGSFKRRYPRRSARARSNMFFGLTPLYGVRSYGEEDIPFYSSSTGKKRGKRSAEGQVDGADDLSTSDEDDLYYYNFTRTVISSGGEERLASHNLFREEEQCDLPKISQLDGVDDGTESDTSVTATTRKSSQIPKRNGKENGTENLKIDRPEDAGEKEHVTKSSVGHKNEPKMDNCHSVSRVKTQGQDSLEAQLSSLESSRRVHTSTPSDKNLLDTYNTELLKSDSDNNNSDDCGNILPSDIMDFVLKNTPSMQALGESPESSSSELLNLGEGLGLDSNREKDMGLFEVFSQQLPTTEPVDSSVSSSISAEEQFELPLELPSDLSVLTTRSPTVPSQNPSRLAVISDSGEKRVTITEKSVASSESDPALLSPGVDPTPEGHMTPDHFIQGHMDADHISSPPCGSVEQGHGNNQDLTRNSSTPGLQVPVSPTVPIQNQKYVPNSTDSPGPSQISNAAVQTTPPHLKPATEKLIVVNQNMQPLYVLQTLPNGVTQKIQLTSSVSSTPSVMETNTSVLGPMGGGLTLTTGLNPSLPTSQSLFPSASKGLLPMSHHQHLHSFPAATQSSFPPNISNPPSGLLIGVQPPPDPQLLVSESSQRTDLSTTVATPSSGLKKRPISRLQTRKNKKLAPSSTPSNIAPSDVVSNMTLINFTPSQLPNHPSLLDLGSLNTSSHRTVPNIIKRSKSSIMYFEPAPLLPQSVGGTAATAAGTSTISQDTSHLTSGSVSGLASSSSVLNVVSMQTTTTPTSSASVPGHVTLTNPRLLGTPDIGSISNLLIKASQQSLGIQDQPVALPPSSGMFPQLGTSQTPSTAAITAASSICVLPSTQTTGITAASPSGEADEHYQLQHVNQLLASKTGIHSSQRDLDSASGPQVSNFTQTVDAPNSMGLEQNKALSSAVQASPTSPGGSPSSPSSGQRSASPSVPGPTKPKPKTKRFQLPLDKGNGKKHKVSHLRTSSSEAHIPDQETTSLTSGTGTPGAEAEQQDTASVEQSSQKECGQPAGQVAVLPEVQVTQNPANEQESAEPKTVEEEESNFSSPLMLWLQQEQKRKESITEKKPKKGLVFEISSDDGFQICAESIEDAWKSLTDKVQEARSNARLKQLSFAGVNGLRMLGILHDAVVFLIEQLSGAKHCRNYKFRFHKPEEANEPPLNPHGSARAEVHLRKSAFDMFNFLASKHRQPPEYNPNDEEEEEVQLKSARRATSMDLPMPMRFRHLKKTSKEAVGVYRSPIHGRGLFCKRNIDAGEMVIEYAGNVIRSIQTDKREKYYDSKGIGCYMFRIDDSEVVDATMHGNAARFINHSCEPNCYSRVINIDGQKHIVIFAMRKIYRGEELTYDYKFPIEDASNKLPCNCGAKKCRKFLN
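Purified MLL-CXXC (added from a 7 uM solution) was preincubated 5 min at ambient with pinned compounds in 50 mM Tris-HCl pH 7.5, 50 mM NaCl, 1 mM DTT, 0.05% BSA. Fluorescein-labeled HOX-A9 DNA (50 nM solution) followed, 30 min, then polarization read.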
AT treatment: potential ataxia-telangiectasia treatments restoring KAP-1 phosphorylation | […] A-T fibroblasts, KAP-1 phosphorylation AlphaLISA; neocarzinostatin DNA damage 30 min before lysis | Potency, µM (titrated, usually from 57.5 µM), for inactives: at the highest dose activation, most hits filed as activators | 320,000 tested, 0.19% active | AID 485349; further: potency means the concentration at half of the fitted maximal effect; % of control where 0% means no effect; nearly all actives have a fitted effect of over 45% in size
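ATM-like activity read as KAP-1 phosphorylation via AlphaLISA donor/acceptor antibody pairs after lysis and 6 hr at 25C. Cells were ATM-null patient fibroblasts ([…], hTERT), dosed 60 min, then exposed to the DSB inducer NCS for 30 min.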
Menin-MLL TR inh: displaces Texas Red mutant MLL peptide from human menin | AID 1768 | O00255 | 270,000 tested, 0.23% active | Potency, µM (highest dose often 61.6 µM), for the others: at the top dose FP activity change, negative = inhibition, most hits filed as inhibitors | Menin + Texas Red MLL mutant peptide, fluorescence polarization; active means well fitted inhibition curve with a large enough effect in the polarisation, with a control signal flat, not every such curve was filed as active; inconclusive means small, poorly fitted or top-dose-only effect, or effect the other way, or a change in a side signal; inactive means no such curve, though single readings can be large or run the other way; the % refers to the polarisation; further: potency means the concentration at half of the fitted maximal effect; % of control where 0% means no effect; many of its hits are not listed in these tables
TSHR antagonist: antagonists of human thyroid stimulating hormone receptor | 330,000 tested, 0.2% active | TSHR-expressing cells, TSH-stimulated cAMP HTRF, 2 h; active compounds read low | AID 504810 | activity change, negative = inhibition, % at 11.5 µM;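 active means activity change below a set negative limit, meaning inhibition stronger than a set level, cut at about -70% in these data; inconclusive means activity change between two set negative limits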; further: on the % scale 0 is the no-effect control and ±100 the full control effect
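Cell-based HTRF cAMP assay; TSHR cells + compound, TSH EC80 (4nM final), 2 h, 37 deg C. Lysis with anti-cAMP cryptate and cAMP-d2, 30 min RT, read 665/620 nm.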
Active calls of the source: *; ? = inconclusive; nt = no result given; [ ] = remark or other dose. Unless noted, the call rests on the fitted dose curve; in most records, active means well fitted curve in the direction sought with a large enough effect; inconclusive means small, poorly fitted or top-dose-only effect, or another doubt; inactive means no such curve, though single readings can be large; an effect the other way counts as inactive or inconclusive. Not all compounds are listed, so the mix of outcomes need not match the whole.

SMILES	TCR act	MBNL1-CUG inh	ASM inhibitor	PTAP TSG101 blk	Mito fusion yeast	a7 integrin act	CXXC DNA block	AT treatment	Menin-MLL TR inh	TSHR antagonist
O=C(N/N=C/c1cc2c3c(c1O)CCCN3CCC2)c1ccccc1O	7%[46.1 µM]	?	48%	-7%	?	-13%	-13%	-8%	?	-23
CC(OC(=O)CCc1nc(=O)c2ccccc2n1C)C(=O)NCc1ccc2c(c1)OCO2 (stereo not drawn)	-2%	-7%	-9%	1%	0%	8%	-13%	1%	3%	18
C/C(=N\NC(=O)c1ccc(CN(C)S(=O)(=O)c2ccc(C)cc2)cc1)c1ccc(OC(F)F)cc1	2%[46.1 µM]	-2%	-1%	-1%	-4%	-6%	7%	1%	-3%	-16
CCn1c(C(=O)NCc2cccnc2)cc2sc(Cl)cc21	5%	5%	2%	-3%	12%	3%	2%	27%	-7%	13
CC(=O)c1cc2c(cc1NS(=O)(=O)c1ccccc1F)OCO2	1%	-1%	-2%	-2%	2%	-9%	3%	25%	-6%	-29
Cc1ccc(S(N)(=O)=O)cc1	4%	nt	0%	0%	-8%	nt	nt	-8%	nt	11
Cc1nc(Nc2ccc(Cl)cc2)c2nnn(Cc3ccccc3)c2n1	1%	10%	-3%	-2%	-4%	11%	2%	0%[11.5 µM]	?	-15
CCCn1c(N2CCN(C(=O)/C=C/C(=O)O)CC2)nc2ccccc21	-1%	-6%	2%	1%	-1%	?	-11%	3%	-13%	11
COc1ccc(N2CCC(CNC(=O)Nc3ccccc3)C2)cc1 (stereo not drawn)	4%	6%	-10%	-10%	3%	-20%	-2%	0%	nt	0
CCOc1ccc(CN2CCCC(CO)(Cc3ccccc3F)C2)cc1 (stereo not drawn)	3%	-5%	-1%	-7%	-10%	-28%	0%	2%	-10%	4
OC1CCCN(c2ncnc3c2nnn3Cc2c(F)cccc2Cl)C1 (stereo not drawn)	-1%	11%	0%	0%	8%	-2%	1%	4%	-4%	-8
CCOc1cc(CNc2ccc(OC)cc2)cc(Br)c1OCC(=O)NC(C)(C)C	nt	14%	-18%	-6%	8%	-36%	2%	4%	?	-10
COCc1c(C(=O)NCCOc2ccc(Cl)cc2)oc2ccccc12	9%	nt	-1%	0%	?	3%	nt	6%	nt	-7
COc1ccc(N2C(=O)CC(N3CCCC4CCCCC43)C2=O)cc1 (stereo not drawn)	0%	2%	-1%	-2%	-13%	14%	17%	7%	-9%	4
CS(=O)(=O)c1cccc(C(=O)NC(c2ccccc2)c2ccccc2)c1	8%	-13%	-4%	0%	1%	-7%	3%	4%	2%	12
CN(CCc1ccccn1)C1CCCN(S(=O)(=O)c2ccccc2)C1 (stereo not drawn)	15%	0%	3%	-3%	1%	-3%	3%	0%	nt	4
Cn1c(=S)[nH]c2sc3c(c2c1=O)CCC(C(C)(C)C)C3 (stereo not drawn)	nt	-4%	nt	nt	9%	nt	-6%	2%	?	-5
COc1ccc(NC(=O)COC(=O)Cc2ccsc2)c(OC)c1	-4%[46.1 µM]	nt	-2%	-6%	nt	1%	nt	10%	nt	-5
Cc1cccc(NC(=O)CSc2nnc(-c3ccc(S(=O)(=O)N4CCOCC4)cc3)n2C)c1	2%	-12%	2%	-6%	-4%	-3%[7.66 µM]	3%	-1%	0%	-1
Nc1nc(-c2cccnc2)nn1C(=O)Cc1ccccc1	nt	-7%	3%	-8%	5%	-4%	21%	3%	7%	2
CCOC(=O)c1cc2c(C)n(-c3ccc(C)cc3)c(C)c2ccc1=O	0%	?	-8%	-1%	2%	-66%[inhibitor]	0%	-2%	-23%	-30
COc1ccc2c(c1)C(=O)N(c1ccccc1OC)C(=O)C2(C)C	-3%	3%	3%	-5%	5%	9%	-10%	11%	17%	-12
CC1CN(C(=O)Nc2ccccc2)c2ccccc2-[n+]2ccsc21 (stereo not drawn)	-4%[46.1 µM]	-11%	1%	-2%	2%	-16%	1%	-3%	0%	4
Cc1c(NS(=O)(=O)c2ccc([N+](=O)[O-])cc2)c(=O)n(-c2ccccc2)n1C	8%	?	-4%	-1%	1%	1%	-6%	-4%	-5%	-13
O=C(NNC(=O)c1cnccn1)c1cccc([N+](=O)[O-])c1	2%[46.1 µM]	?	0%	-2%	0%	-7%	10%	-1%	6%	31
Carrying on:
SMILES	TCR act	MBNL1-CUG inh	ASM inhibitor	PTAP TSG101 blk	Mito fusion yeast	a7 integrin act	CXXC DNA block	AT treatment	Menin-MLL TR inh	TSHR antagonist
O=C(Cc1c(F)cccc1Cl)NC1=NCCS1	nt	nt	0%	-3%	8%	1%	9%	-3%	9%	7
CCc1sc(C(=O)Nc2ccc(NC(C)=O)cc2)cc1C	-9%[46.1 µM]	?	-4%	-2%	4%	-20%	-10%	-2%	-13%	-1
Cc1c(-c2ccn[nH]2)cc(NC(=O)c2ccc(Cl)cc2)c(=O)n1N	-5%	5%	-3%	0%	7%	-6%	-1%	-4%	2%	-7
COc1ccc(CCNC(=O)CCN2C(=O)[C@@H]3Cc4ccccc4CN3C2=O)cc1OC	4%	0%	1%	1%	3%	23%	9%	4%	nt	-2
CCOc1ccccc1/C=N/Nc1ccc(Cl)nn1	1%	-2%	-4%	-2%	-10%	?	-1%	-7%	-3%	-4
COc1ccc2c(=O)c(C(=O)NCCc3ccccc3)c[nH]c2c1	8%	-3%	-4%	-6%	3%	12%	2%	1%	30%[activator]	0
CC(=O)Nc1ccc(NC(=O)COC(=O)Cc2cccs2)cc1	-24%	-9%	1%	-6%	2%	15%	-10%	nt	13%	1
Cc1ccccc1S(=O)(=O)NC1OC(=O)C(Oc2ccccc2)=C1Br (stereo not drawn)	0%	-20%	0%	-5%	-3%	1%	?	3%	?	-15
Cc1cccc(C(=O)OCC(=O)NCCN2C(=O)CSC2=O)c1[N+](=O)[O-]	3%	nt	4%	0%	nt	30%	nt	3%	nt	-4
Nc1ccccc1C(=O)NC1CCCNC1=O (stereo not drawn)	0%	nt	8%	0%	nt	-28%	nt	nt	nt	nt
COC(CN(C)C(=O)C1CCCN(S(=O)(=O)c2ccc3c(c2)oc(=O)n3C)C1)OC (stereo not drawn)	-3%	-1%	0%	0%	0%	-15%	-2%	-5%	15%	17
O=C(NCc1cccc(Br)c1)C1CC2Cn3c(nc4ccccc43)C2N1c1ccccc1 (stereo not drawn)	-1%	nt	?	-1%	nt	-15%	nt	nt	nt	nt
COc1ccccc1NC(=O)CCCc1nc(-c2ccc(OC)c(OC)c2)no1	-5%	-2%	-3%	-7%	5%	-40%	26%	-3%	6%	25
CCn1ncc(/C=C2/SC(=S)NC2=O)c1C	-1%[46.1 µM]	10%[11.5 µM]	-5%	-1%	-21%	8%	6%	-4%	-1%	-17
COc1ccccc1COn1c(=O)c(-c2ccco2)[n+]([O-])c2ccccc21	-3%	?	36%	-1%	-4%	6%	?	-2%	13%	1
CCOC(=O)CNS(=O)(=O)c1ccc(C)cc1	1%	?	2%	-5%	-1%	10%	3%	-2%	1%	2
COc1ccccc1C(=O)Nc1ccc2c(c1)CN(C(=O)CSC)CC2	-1%	28%	0%	-4%	3%	?	-6%	2%	-12%	-10
O=C(N/N=C/c1cc(Cl)cc([N+](=O)[O-])c1O)c1ccc2c(c1)OCO2	2%	-5%	-5%	1%	1%	-18%	10%	-5%	?	?
CC(C)n1cc(CN2CCC(C(=O)Nc3cccc(-c4cscn4)c3)CC2)cn1	-26%	-2%	-1%	-10%	-5%	-34%	20%	4%	-1%	7
CC1=CC2(O)OCCN(CCO)C2=CC1=O (stereo not drawn)	0%[46.1 µM]	?	7%	-2%	0%	-1%	-1%	2%	?	8
O=C(CSc1nc(-c2ccccc2Cl)ns1)c1ccc(Cl)cc1	1%[46.1 µM]	7%	-5%	6%	26%	27%	-4%	12%	-15%	-6
C=CCn1c(O)c(N=O)c2ccccc21	-14%	?	0%	-6%	2%	10%	0%	-1%	nt	-21
CCCOc1ccccc1OCC(=O)Nc1ccc(S(=O)(=O)N2CCCC2)cc1	-5%	nt	3%	1%	6%	-18%	nt	7%	nt	-15
CC(OC(=O)Cc1ccc(F)cc1)C(=O)N1CCc2ccccc21 (stereo not drawn)	19%	nt	-1%	-1%	3%	11%	nt	-1%	nt	-8
O=C(NCc1cccc(C(F)(F)F)c1)c1ccc[nH]1	0%	?	3%	1%	-6%	-8%	5%	-8%	1%	-8
